Source: PubChem (National Center for Advancing Translational Sciences (NCATS))
Pol beta inh – DNA polymerase beta (human) inhibition. AID 485314. P06746. Pol beta primer extension/strand displacement, fluorescence kinetic. actives 1.3% (n = 340,000). Potency, µM (titrated, usually from 114 µM), inactives show at the top dose activity change, negative = inhibition, usual class: inhibitors; note: potency is the fitted concentration of half-maximal effect; % is set by controls: 0 for no effect and ±100 for the full control effect
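Kinetic readout of DNA synthesis with strand displacement by Pol beta. Compound and 10 nM enzyme sit 15 min at room temperature; 50 nM substrate starts the reaction, read immediately and at 10 min.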
Pol iota inh – blocks human DNA polymerase iota activity | Q9UNA4 | Pol iota fluorescent replication assay, 10 min | Potency, µM (doses to about 115 µM), for inactives: at the highest dose activity, negative = inhibition, hits mostly inhibitors | actives 1% (n = 390,000) | AID 588590; note: potency is the fitted concentration of half-maximal effect
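Fluorescent replication assay read twice, at 0 min and 10 min after adding 50 nM (final) substrate. Enzyme (10 nM) and compounds were first incubated 15 min at room temperature; enzyme-free buffer wells were negative controls.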
ALOX12 inh – blocks human arachidonate 12S-lipoxygenase. actives 1.1% (n = 580,000). P18054. Potency, µM (series often up to 108 µM), for the others: at the top dose activity change, negative = inhibition, most hits filed as inhibitors. purified 12hLO, xylenol orange hydroperoxide absorbance. AID 1671190; note: potency is the fitted concentration of half-maximal effect; % is set by controls: 0 for no effect and ±100 for the full control effect
Target sequence (P18054 whole entry, looked up): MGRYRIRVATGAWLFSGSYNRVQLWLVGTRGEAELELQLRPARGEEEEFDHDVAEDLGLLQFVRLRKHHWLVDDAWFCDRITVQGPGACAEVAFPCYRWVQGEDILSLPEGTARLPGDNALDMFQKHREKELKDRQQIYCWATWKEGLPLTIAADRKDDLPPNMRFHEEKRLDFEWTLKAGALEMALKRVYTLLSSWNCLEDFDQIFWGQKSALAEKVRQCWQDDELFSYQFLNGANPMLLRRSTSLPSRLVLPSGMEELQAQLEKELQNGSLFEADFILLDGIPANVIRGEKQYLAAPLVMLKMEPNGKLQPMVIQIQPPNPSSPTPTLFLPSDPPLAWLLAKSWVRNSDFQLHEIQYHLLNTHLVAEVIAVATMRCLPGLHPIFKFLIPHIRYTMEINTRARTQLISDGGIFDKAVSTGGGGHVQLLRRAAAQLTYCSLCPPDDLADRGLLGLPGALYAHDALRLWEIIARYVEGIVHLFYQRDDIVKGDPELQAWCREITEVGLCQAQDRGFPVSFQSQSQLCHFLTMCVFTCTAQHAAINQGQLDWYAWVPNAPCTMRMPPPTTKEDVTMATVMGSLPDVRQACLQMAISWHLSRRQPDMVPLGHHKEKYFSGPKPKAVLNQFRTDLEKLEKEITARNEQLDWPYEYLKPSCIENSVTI
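Purified human 12hLO at 150 nM in 25 mM Hepes, 0.01% Triton X-100, pH 7.0, preincubated 15 min at room temperature with compound. Reaction started with 40 uM arachidonic acid, 30 min at room temperature. Hydroperoxide measured by Fe-xylenol orange, 573/405 nm absorbance ratio.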
APE1 inh – APE1 (human) endonuclease inhibition | P27695 | recombinant APE1, TAMRA/BHQ-2 abasic DNA cleavage fluorescence | Potency, µM (doses to about 65.8 µM), for inactives: at the highest dose activity change, negative = inhibition, usual class: inhibitors | actives 0.35% (n = 350,000) | AID 2517;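 note: potency is the fitted concentration of half-maximal effect; plate controls were vehicle for no effect and reference inhibitor for full effect; nearly all actives have a fitted effect of over 55% in size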
Target sequence (P27695 whole entry, looked up): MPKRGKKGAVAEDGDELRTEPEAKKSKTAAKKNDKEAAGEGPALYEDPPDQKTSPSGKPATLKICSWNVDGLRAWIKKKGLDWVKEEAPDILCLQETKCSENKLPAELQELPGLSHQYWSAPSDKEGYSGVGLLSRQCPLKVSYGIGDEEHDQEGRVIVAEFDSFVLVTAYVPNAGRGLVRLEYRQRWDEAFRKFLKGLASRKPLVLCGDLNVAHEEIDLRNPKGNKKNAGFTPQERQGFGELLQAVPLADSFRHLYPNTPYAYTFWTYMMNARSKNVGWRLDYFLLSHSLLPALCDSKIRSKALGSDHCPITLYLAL
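Activity was derived from the fluorescence gain between first and third kinetic reads (60 s intervals, ex 525/em 598 nm) after 50 nM THF-abasic TAMRA/BHQ-2 duplex was added to 0.75 nM APE1 preincubated 15 min with compound.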
BLM helicase inh – Bloom syndrome helicase (human) inhibition; P54132; recombinant BLM DNA unwinding, fluorescence dequenching; Potency, µM (titrated, usually from 56.1 µM), for inactives: at the top dose activity change, negative = inhibition, actives largely listed as inhibitors; actives 0.2% (n = 350,000);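 note: potency is the fitted concentration of half-maximal effect; plate controls were vehicle for no effect and no enzyme for full effect; nearly all actives have a fitted effect of over 35% in size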
Pol kappa inh – inhibitors of human DNA polymerase kappa. Q9UBT6. purified Pol kappa, fluorescent DNA synthesis assay, 10 min. Potency, µM (highest dose often 107 µM), for the others: top-dose activity, negative = inhibition, actives largely listed as inhibitors. actives 0.53% (n = 400,000). AID 588579; note: potency is the fitted concentration of half-maximal effect; % is set by controls: 0 for no effect and ±100 for the full control effect
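10 nM Pol kappa preincubated 15 min at room temperature with compounds, then reaction started with substrate at 50 nM final. Fluorescence read kinetically at 0 and 10 min; buffer-only wells served as negative control.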
ERG Ets-DNA blk – blocks human ERG Ets domain binding to DNA; P11308; fluorescence polarization, His-ERG Ets domain / labelled DNA; Potency, µM (series often up to 76.9 µM), for the others: top-dose FP activity, negative = inhibition, hits mostly inhibitors; actives 0.028% (n = 370,000); AID 624246; active = well fitted inhibition curve with a large enough effect in the polarisation, with a control signal flat; inconclusive = small, poorly fitted or top-dose-only effect, or effect the other way, or a change in a side signal; inactive = no such curve, though single readings can be large or run the other way; the % refers to the polarisation;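 note: polarization taken with two DNA probes labelled with fluorescein and Texas red; potency is the fitted concentration of half-maximal effect; % of control where 0% means no effect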
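His-tagged ERG Ets domain (1 uM in the protein solution; 300mM KCl, 50mM Tris-HCl, 1mM EDTA, 1mM DTT, pH 7.5) received compound, then a probe mix of 5 nM fluorescein-DNA and 100nM Texas-615-DNA. Fluorescence polarization was read for both dyes.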
TRHR ag – TRH receptor (human) agonism; actives 0.18% (n = 360,000); TRHR cells, calcium flux fluo-8, FDSS agonist mode; activation, % at 2 µM; in the data active = activation above about 30%; note: 0% is about no effect
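Fluo-8-loaded TRHR cells; 10 s baseline, compound added, kinetic Ca2+ fluorescence read 1/s, agonist mode.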
Anesthetic bind – candidate novel general anesthetic via apoferritin binding; P02791; apoferritin/1-aminoanthracene competitive binding, fluorescence; Potency, µM (highest dose often 77.5 µM), inactives show at the highest dose activity change, negative = displacement, hits mostly inhibitors; actives 0.074% (n = 350,000); AID 485281; note: potency is the fitted concentration of half-maximal effect; % is set by controls: 0 for no effect and ±100 for the full control effect; nearly all actives have a fitted effect of over 20% in size
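10 uM apoferritin + 50% sat. 1-AMA, PBS; cpd 10 min RT; Ex380/Em535 endpoint; normalized to free probe vs complex; 4-param Hill fit; propofol titration as pos. ctrl.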
An asterisk follows results filed as active; ? = inconclusive; . = no result given; & = joins results of further samples; [ ] = dose if it differs, or a comment. Unless noted, calls come from the whole dose curve; as a rule, active = well fitted curve in the direction sought with a large enough effect; inconclusive = small, poorly fitted or top-dose-only effect, or another doubt; inactive = no such curve, though single readings can be large; an effect the other way counts as inactive or inconclusive. An excerpt; the hit share may differ from the screen's.

SMILES	Pol beta inh	Pol iota inh	ALOX12 inh	APE1 inh	BLM helicase inh	Pol kappa inh	ERG Ets-DNA blk	TRHR ag	Anesthetic bind
O=C(Cc1ccccc1)Nc1cccc(-c2nc3ncccc3o2)c1	3.1%	-10.5%	-25.0%	2.9%	0.4%	3.0%	-24.3%	1.0	-0.1%
CN(C)CC/C=C1\c2cc(F)ccc2CSc2ccccc21	28.3%	11.1%	?	11.0%	23.3%	-3.6%	-12.8%	2.2	-16.4%
Cc1ccc(NC(=O)CCC(=O)O)cc1F	11.2%	25.7%	-4.1%	18.2%	0.9%	0.1%	-5.5%	0.2	4.7%
Cc1nc2ccc(NS(=O)(=O)c3c(F)cccc3F)cc2s1	.	52.6%[activator]	6.7%	9.3%	.	-14.1%	4.3%	.	.
COc1ccc(OC)c(N(CC(=O)N2CCCC2)S(=O)(=O)c2ccc(OC)c(OC)c2)c1	-9.9%	13.6%	-4.1%	-0.6%	-1.3%	-3.7%	.	0.3	-2.1%
COc1ccc(OC)c(C2NC(=O)c3sc(=S)n(-c4ccccc4)c3N2)c1 (centres undefined)	-24.6%	-3.6%	?	-1.7%	0.8%	0.7%	-1.1%	1.5	6.5%
Cc1cccc(NC2=C(NCCO)C(=O)c3ccccc3C2=O)c1	3.0%	?	-29.5%	-11.5%	-7.1%	-2.6%	-19.3%	-0.5	-10.2%
CCc1nn(CC(=O)NCc2cccc(OC)c2OC)c(=O)c2cc3occc3n12	4.9%	21.7%	-23.5%	.	-3.9%	6.0%	0.2%	-0.4	-8.4%
O=C(CSc1nc(Nc2ccccc2)nc(N2CCOCC2)n1)Nc1cc(Cl)ccc1O	-19.6%	?	?	18.5%	-10.2%	0.6%	17.5%	-0.8	-8.1%
O=C(CSc1ccc(-c2ccccc2)nn1)N1CCCc2ccccc21	16.8%	6.3%	8.0%	-8.5%	-2.0%	-6.2%	5.3%	0.3	?
N#Cc1cccc(C(c2nnnn2Cc2ccccc2)N2CCCC2)c1 (centres undefined)	1.1%	-3.5%	?	-2.4%	1.6%	-4.5%[60.1 µM]	.	-0.5	-14.3%
COc1cccc(N2CCN(S(=O)(=O)c3ccc4ccccc4c3)CC2)c1	.	1.5%	0.1%	6.6%	.	-3.3%	1.3%	0.5	.
CCOC(=O)CN1C(=O)C(O)(c2c(C)[nH]c3ccccc23)c2ccccc21 (centres undefined)	-0.3%	20.9%	0.0%	-2.0%	-5.7%	-13.5%	1.1%	-0.2	-2.2%
CCCc1nc2cc3c(cc2[nH]1)n(C)c(=O)n3C	29.4%	165.6%[activator]	0.1%	35.0%	-2.1%	1.1%	8.9%	0.9	4.6%
CC(=O)[C@H]1[C@H](CCc2ccccc2)NC(=O)N(Cc2ccccc2)[C@@H]1C	21.0%	?	-3.0%	1.8%[12.4 µM]	0.2%[12.4 µM]	-5.3%	0.2%	-0.3	-17.2%
CC1(C)CC(=O)c2cc(C(=O)O)c(=O)n(-c3ccccc3)c2C1	0.5%	25.2%	0.0%	-2.6%	-11.2%	-15.7%	4.1%	0.6	-10.3%
O=C(CNC(=S)N(CCCN1CCOCC1)Cc1cccs1)NCCCN1CCOCC1	-0.7%	87.6%[activator]	1.8%	2.2%	4.7%	-10.1%	-1.2%	0.4	-5.6%
COc1ccccc1/C=N/NC(=O)c1ccc(-c2ccccc2)cc1	13.2%	7.5%	-3.0%	9.1%	1.6%	2.7%[60.1 µM]	-7.2%	-0.4	-9.2%
OCC(CO)(CO)NCC(O)CN1c2ccccc2Sc2ccccc21 (centres undefined)	7.8%	34.2%	.	23.2%	1.6%	9.5%	9.2%	0.1	-4.6%
Cc1ccc(C(=O)N/N=C\C=C\c2ccccc2[N+](=O)[O-])cn1	-27.9%	8.0%	-5.0%	-0.6%	-15.0%	-8.0%	-8.1%	-0.1	-9.3%
CC1c2ccsc2CCN1C(=O)NC(=O)c1ccc(Cl)cc1 (centres undefined)	4.8%	60.2%[activator]	-0.7%	-0.7%	-4.7%	5.0%	3.1%	0.1	2.4%
CCC(=O)NC(c1cccs1)c1cc(Cl)c2cccnc2c1O (centres undefined)	1.4%	39.3%[activator]	-6.8%	4.7%	-5.0%	0.7%	-2.6%	3.2&0.1	-6.9%
CC1CN(Cc2csc(-c3ccc(Cl)cc3)n2)CC(C)O1 (centres undefined)	-9.5%	15.5%	-19.5%	0.5%	-7.0%	10.4%	5.1%	-0.6	-15.3%
CC(NC(=O)C(=O)NN=C1CCC(C(C)(C)C)CC1)c1ccccc1 (centres undefined)	25.4%	12.5%	11.6%	10.5%	3.6%	-4.6%	-0.5%	0.2	-10.4%
Cc1cc(C)c2nc(N3CCCC(C(=O)NCCCN4CCOCC4)C3)sc2c1 (centres undefined)	-0.6%	8.8%	0.0%	-5.3%	-0.3%	-9.1%	-0.3%	-0.4	-8.6%
Following part.
SMILES	Pol beta inh	Pol iota inh	ALOX12 inh	APE1 inh	BLM helicase inh	Pol kappa inh	ERG Ets-DNA blk	TRHR ag	Anesthetic bind
CCC(C)NC(=O)CCC(=O)Nc1ccc2nc(N3CC(C)CC(C)C3)cc(C)c2c1 (centres undefined)	2.5%	-3.6%	-24.0%	7.1%	-6.2%	0.0%	-8.4%	1.1	-4.9%
CCCC[C@@H]1C=C(C(=O)O)[C@H](c2ccc(Cl)cc2)N1S(=O)(=O)c1ccc(C)cc1	.	15.4%	0.0%	0.0%	.	-16.9%	8.6%	.	.
Cc1ccc(C)c(Nc2nc(N)c3ccccc3n2)c1	-0.5%	15.1%	?	0.6%	-4.3%	-0.2%	-4.5%	0.1	?
Cc1ccccc1N/C(SCc1ccc(Cl)cc1)=C(/C#N)C(=O)NCc1ccco1	-7.4%	-7.3%	-29.3%	-3.5%	-8.2%	-3.5%	-3.0%	1.1	-20.2%
CC(C)C[C@@H](CN1CCC[C@@H]1CN1C(=O)C(=O)NC[C@@H]1Cc1ccccc1)N1C[C@H](Cc2ccc(O)cc2)N(CC2CCCCCC2)C(=O)C1=O	.	24.3%	?	.	.	-5.3%	11.9%	.	.
CC(C)C1Cc2c(sc3c2c(=O)n(-c2ccccc2)c2n[nH]c(=S)n32)CO1 (centres undefined)	5.5%	47.2%	?	0.1%	-1.6%	6.3%	0.3%	-0.1	-0.9%
O=C(CCCC(=O)N(CC(=O)NC1CCCC1)Cc1ccccc1Cl)Nc1ccccn1	-0.7%	19.5%	-0.9%	8.2%	0.8%	-14.7%	1.6%	-0.2	-13.5%
COc1ccc(C(=O)NC(=S)N2CCNC(=O)C2CC(=O)OC(C)C)cc1 (centres undefined)	25.2%	-5.7%	?	4.2%	-1.7%	4.7%	-17.5%	-0.3	-4.3%
Cc1ccc(S(=O)(=O)Nc2cccc(S(=O)(=O)Nc3ccccc3C(=O)O)c2)c(C)c1	.	?	?	3.3%	.	-36.3%	-11.3%	.	.
COc1cc2c(cc1OC)CN(CC(=O)Nc1ccc(S(=O)(=O)N(C)C)cc1)CC2	16.8%	52.4%[activator]	-21.3%	-6.9%	-2.6%	-3.3%	1.0%	1.5	-9.1%
O=C1NC(=O)/C(=C/C(=O)N2CCOCC2)S1	10.8%	-5.6%	-2.6%	17.4%	1.4%	-2.0%	-16.4%	0.9	0.5%
O=C(O)CCCc1ccc2c(c1)CCc1ccccc1-2	.	21.8%	3.3%	14.4%	.	-5.3%	-19.7%	0.0	.
COc1ccc(/C(N)=C/C(=O)C(C)(C)C)cc1	1.5%	-10.5%	-24.6%	5.3%	-2.0%	-6.7%[60.1 µM]	.	-0.2	?
Cn1c(=O)c2c(SCC(=O)N3CCc4ccccc43)nc(-c3cccc(F)c3)nc2n(C)c1=O	2.9%	23.1%	-15.7%	.	-0.5%	-2.2%[60.1 µM]	4.8%	0.1	-0.6%
CCOC(=O)C1CCN(C(=O)c2cc3c(C)cc(C)cc3[nH]2)CC1	?	?	?	-19.7%	-3.3%	8.9%	-4.4%	-1.0	5.0%
CSc1sc(C(=O)NCC2CC2)c(-c2cccs2)c1C#N	-16.0%	41.8%[activator]	?	5.8%	0.4%	1.2%	5.9%	-0.7	-5.0%

Structures from the list above with a Cl atom:
SMILES	Pol beta inh	Pol iota inh	ALOX12 inh	APE1 inh	BLM helicase inh	Pol kappa inh	ERG Ets-DNA blk	TRHR ag	Anesthetic bind
O=C(CSc1nc(Nc2ccccc2)nc(N2CCOCC2)n1)Nc1cc(Cl)ccc1O	-19.6%	?	?	18.5%	-10.2%	0.6%	17.5%	-0.8	-8.1%
CC1c2ccsc2CCN1C(=O)NC(=O)c1ccc(Cl)cc1 (centres undefined)	4.8%	60.2%[activator]	-0.7%	-0.7%	-4.7%	5.0%	3.1%	0.1	2.4%
CCC(=O)NC(c1cccs1)c1cc(Cl)c2cccnc2c1O (centres undefined)	1.4%	39.3%[activator]	-6.8%	4.7%	-5.0%	0.7%	-2.6%	3.2&0.1	-6.9%
CC1CN(Cc2csc(-c3ccc(Cl)cc3)n2)CC(C)O1 (centres undefined)	-9.5%	15.5%	-19.5%	0.5%	-7.0%	10.4%	5.1%	-0.6	-15.3%
CCCC[C@@H]1C=C(C(=O)O)[C@H](c2ccc(Cl)cc2)N1S(=O)(=O)c1ccc(C)cc1	.	15.4%	0.0%	0.0%	.	-16.9%	8.6%	.	.
Cc1ccccc1N/C(SCc1ccc(Cl)cc1)=C(/C#N)C(=O)NCc1ccco1	-7.4%	-7.3%	-29.3%	-3.5%	-8.2%	-3.5%	-3.0%	1.1	-20.2%
O=C(CCCC(=O)N(CC(=O)NC1CCCC1)Cc1ccccc1Cl)Nc1ccccn1	-0.7%	19.5%	-0.9%	8.2%	0.8%	-14.7%	1.6%	-0.2	-13.5%
